RGS4 act: RGS4 potentiation or activation | HEK293 M3R/inducible RGS4, carbachol calcium flux Fluo4; hits give low values | B-score at 10 µM | 310,000 compounds, 0.92% hits;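 active = B-score of the integrated calcium signal more than 4 SD below the library mean, with starting fluorescence not abnormally high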;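 note: negative B-score means reduced calcium response which marks RGS4 activation or potentiation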
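Also added: carbachol at ECmax as muscarinic agonist stimulus; Assay system: HEK293 cells with stable M3R and inducible RGS4; Timing: overnight RGS4 induction, 30 min dye load 37 °C, 20 min compound RT; Measured by: Fluo4-AM (2 µM) calcium-flux fluorescence, kinetic read.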
GSK3A inh: human GSK-3 alpha kinase inhibition | P49840 | ADP-Glo luminescence, 60 min | inhibition, % at 10 µM | 320,000 compounds, 0.1% hits;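 in the data active = inhibition above about 50%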;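 note: GST-tagged GSK-3 alpha with peptide substrate and 25 µM ATP; 0% = DMSO neutral wells and 100% = GW8510 positive control wells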
Dyrk1A ADPGlo: inhibitors of rat Dyrk1A kinase; Q63470; ADP-Glo luminescence, NFATc1 peptide; inhibition, % at 12.5 µM; 310,000 compounds, 0.43% hits; AID 504441; in the data active = inhibition above about 50%;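 note: plate controls were vehicle with enzyme for no effect and no enzyme for full effect; many of its hits are not listed in these tables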
HDAC3 inhib: blocks human histone deacetylase 3; 320,000 compounds, 0.15% hits; recombinant HDAC3, fluorogenic peptide/trypsin coupled, fluorescence; AID 2718; inhibition, % at 8.3 µM; in the data active = inhibition above about 26%, passing the limit was not always enough
GSK3beta inhib: human GSK3beta kinase inhibition. P49841. GST-GSK3beta kinase, ADP-Glo luminescence, 60 min; hits give low values. activity score (negative = inhibition), % at 10 µM. 300,000 compounds, 0.038% hits. AID 2097;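 active = more than half of replicate wells score below -50%, meaning over 50% inhibition versus plate controls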;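 note: 0% = median DMSO wells and -100% = median GW8510 positive control wells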
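Test system: GST-fused GSK3beta enzyme, cell-free | Quantity: 1.6 ng GST-GSK3beta enzyme per well | Reagent: 25 µM ATP with peptide substrate | Schedule: 60 min enzyme reaction, room temperature | Signal: Luminescent ADP-Glo measurement of ADP formed | Read-out basis: Score relative to plate controls | Control set: DMSO and 20 µM GW8510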
hERG rescue: shields human hERG channel from block by proarrhythmic agents | CHO-hERG, FluxOR thallium flux, dofetilide IC70 present | AID 1511 | Q12809 | 310,000 compounds, 0.51% hits | activation (rescue from dofetilide block), less the hit threshold, % at 10 µM;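 active = activation above the mean of controls blocked by dofetilide plus 5 SD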;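 note: thallium influx through hERG after potassium depolarization seen as dye fluorescence rise; in these data hits start at about 4.7%; inactives centre near -7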
KCNK9 block: inhibitors of human KCNK9 two-pore domain potassium channel; HEK293 KCNK9, FluxOR thallium flux fluorescence; hits give low values; AID 488922; B-score at 10 µM; 310,000 compounds, 1.2% hits; Q9NPC2;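 active = ratio B-score over 3 SD below the library mean, with starting fluorescence within 5 SD of its mean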;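 note: negative B-score means less thallium flux so channel inhibition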
Target sequence (Q9NPC2 whole entry, looked up, the tested form may be a part): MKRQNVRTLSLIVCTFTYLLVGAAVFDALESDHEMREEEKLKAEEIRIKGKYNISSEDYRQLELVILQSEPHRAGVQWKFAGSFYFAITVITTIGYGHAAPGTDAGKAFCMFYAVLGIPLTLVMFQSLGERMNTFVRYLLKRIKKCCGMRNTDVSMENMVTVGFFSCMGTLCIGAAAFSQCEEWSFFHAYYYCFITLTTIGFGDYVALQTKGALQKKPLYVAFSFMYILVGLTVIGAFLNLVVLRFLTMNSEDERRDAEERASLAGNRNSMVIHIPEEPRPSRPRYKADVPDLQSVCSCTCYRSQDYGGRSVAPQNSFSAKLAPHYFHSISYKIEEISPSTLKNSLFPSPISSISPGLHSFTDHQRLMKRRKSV
KCNQ1 act: potentiates or activates the human KCNQ1 potassium channel; P51787; CHO-K1 KCNQ1, thallium flux FluxOR fluorescence; hits give high values; B-score at 10 µM; 310,000 compounds, 0.35% hits;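 active = fluorescence ratio B-score, a plate-corrected score, at least three library SD, with initial intensity B-score within 5 SD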
Target sequence (P51787 whole entry, looked up): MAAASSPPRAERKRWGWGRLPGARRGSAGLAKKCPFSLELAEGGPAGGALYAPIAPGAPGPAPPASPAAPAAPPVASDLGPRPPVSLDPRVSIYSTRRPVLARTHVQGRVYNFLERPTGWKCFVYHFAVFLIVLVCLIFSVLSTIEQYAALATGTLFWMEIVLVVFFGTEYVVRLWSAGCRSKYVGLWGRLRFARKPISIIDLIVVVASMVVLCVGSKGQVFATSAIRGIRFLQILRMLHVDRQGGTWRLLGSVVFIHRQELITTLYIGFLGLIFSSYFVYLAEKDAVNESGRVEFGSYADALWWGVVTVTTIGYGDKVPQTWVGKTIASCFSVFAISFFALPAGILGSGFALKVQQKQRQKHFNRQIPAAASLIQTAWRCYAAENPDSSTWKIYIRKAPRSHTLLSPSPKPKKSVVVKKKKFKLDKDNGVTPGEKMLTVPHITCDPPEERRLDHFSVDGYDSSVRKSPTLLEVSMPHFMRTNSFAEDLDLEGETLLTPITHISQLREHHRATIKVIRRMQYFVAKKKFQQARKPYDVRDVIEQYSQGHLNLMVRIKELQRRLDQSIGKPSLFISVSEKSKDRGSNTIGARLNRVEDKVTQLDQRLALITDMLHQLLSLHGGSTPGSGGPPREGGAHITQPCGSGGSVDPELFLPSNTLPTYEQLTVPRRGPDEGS
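Material: CHO-K1 cells stably expressing KCNQ1. Medium: assay buffer for compound exposure, DMSO matched across wells. Reagent: K+/Tl+ depolarizing stimulus. Compound dosing: single-concentration screen. Times: 37 °C overnight plating, 90-min dark dye load, 20-min compound pretreatment. Technique: FluxOR Tl+ flux fluorescence.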
KCNK3 inh: human KCNK3 channel inhibition, primary screen; O14649; CHO-KCNK3 thallium flux, FluxOR fluorescence; hits give low values; B-score at 10 µM; 340,000 compounds, 0.84% hits; AID 602410;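 active = B-score under library mean minus 4 SD, starting fluorescence ratio at most library mean plus 5 SD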;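 note: more negative B-score means stronger inhibition of thallium flux through KCNK3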
KCNQ1 block: blocks the human KCNQ1 potassium channel | P51787 | CHO-K1 KCNQ1, FluxOR thallium flux fluorescence; hits give high values | B-score at 10 µM | 310,000 compounds, 1.3% hits | AID 2642;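 active = compounds whose thallium flux B-score, printed positive for inhibition, exceeds three library SD while starting fluorescence stays within three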;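 note: channel opened by potassium depolarization with thallium stimulus after 20 min compound exposure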
PolyA inhibitor: yeast polyadenylation inhibition | S. cerevisiae SKY197-pL101 polyadenylation reporter, beta-gal luminescence; efflux-impaired pdr1/pdr3 knockout yeast; score 100 = 6 SD above DMSO | calls only at 12 µM | 300,000 compounds, 0.02% hits | AID 1875;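 active = lowest replicate activity score at least 50, where 100 means six control SD above control mean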;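 note: yeast exposed to compound for 9 h at 30 °C; higher score means more reporter readthrough which indicates perturbed polyadenylation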
* marks the source's active call; other numbers are inactive results; i = inactive; nt = not tested or not shown.

#	mol	RGS4 act	GSK3A inh	Dyrk1A ADPGlo	HDAC3 inhib	GSK3beta inhib	hERG rescue
1	O=C(CC1C(=O)NCCN1C(=O)Nc1ccccc1)Nc1ccc2c(c1)OCCO2 (stereo unspecified)	i	1	0	2	-1	-12
2	O=C(CSc1nnc(-c2cccnc2)o1)c1cc2ccccc2oc1=O	i	0	-3	-2	0	-9
3	COc1ccc(C2NC(c3ccc(OC)cc3OC)C(C)C(=O)C2C)c(OC)c1 (stereo unspecified)	i	0	-1	-1	-2	-5
4	COCCN(C(=S)Nc1ccccc1OC)C1CCN(C(C)=O)CC1	i	-1	5	1	4	-10
5	Cc1cc(-c2ccccc2)nc2cc(C(=O)NCc3ccco3)nn12	i	nt	11	-4	2	-16
6	O=C(Nc1ncccn1)c1ccc(C(F)(F)F)cc1	i	-1	-2	6	4	-6
7	O=C(O)CCOc1ccc2c(c1)OCCO2	i	-3	-1	8	2	-1
8	CCN(CC)CCSc1nnc(Nc2ccccc2)n1-c1ccccc1	i	-2	-2	0	1	-1
9	CC(=O)Nc1ccc(NC(=O)CSc2nc3nc(C)cc(C)c3c(=O)[nH]2)cc1	i	-2	-5	-2	0	-1
10	O=C(O)c1cc2nc(-c3ccccc3)cc(-c3ccccc3)n2n1	i	4	-4	-2	6	-9
11	COc1ccc(CCNC(=O)Cn2nc([N+](=O)[O-])c(Br)c2C)cc1OC	i	0	0	-3	0	-13
12	Cc1ccc2c(c1)NC(=O)c1cc([N+](=O)[O-])ccc1O2	i	-1	2	5	-5	-3

#	KCNK9 block	KCNQ1 act	KCNK3 inh	KCNQ1 block	PolyA inhibitor
1	i	i	i	i	i
2	i	i	i	i	i
3	i	i	i	i	i
4	i	i	i	i	i
5	i	i	i	i	i
6	i	i	i	i	i
7	i	i	i	i	i
8	i	i	i	i	i
9	i	i	i	i	i
10	i	i	i	i	i
11	i	i	i	i	i
12	i	i	i	i	i

The list continues.
#	mol	RGS4 act	GSK3A inh	Dyrk1A ADPGlo	HDAC3 inhib	GSK3beta inhib	hERG rescue
13	Cc1cccc([C@@H]2[C@@H]3C(=O)N(Cc4ccccc4)C(=O)[C@@H]3[C@]3(C)C(=O)N(c4ccc(C(F)(F)F)cc4)C(=O)N23)c1	i	0	2	8	0	-8
14	CCc1ccc(NC(=O)CC2C(=O)NCCN2C(=O)c2ccccc2OC)cc1 (stereo unspecified)	i	0	-2	-15	-5	-2
15	O=C(O)C1CCCCC1C(=O)Nc1ccc2c(c1)CCC2 (stereo unspecified)	i	-1	-2	0	1	-12
16	COc1ccc(/C=N/Nc2ccccn2)cc1O	i	0	15	4	8	-5
17	Cc1ccc(S(=O)(=O)c2cc3ccccc3oc2=O)cc1	i	nt	-6	2	1	-9
18	COc1ccc(NC(=O)CSc2nc(-c3ccc(C)cc3)cc(C(F)(F)F)c2C#N)cc1	i	-4	1	-11	1	-6
19	COc1cc(NC(=O)C2CCCN(S(=O)(=O)c3cnc[nH]3)C2)cc(OC)c1 (stereo unspecified)	i	0	-8	4	5	-2
20	Cc1ccc(/C=N/Nc2nncn2N)cc1	i	1	1	-5	5	-11
21	CCSc1ccccc1C(=O)N1CCC2(CC1)CC(=O)c1ccccc1O2	i	-2	18	0	0	-13
22	O=C(Nc1ccccc1F)C1C2C=CC3(O2)C1C(=O)N(c1cccnc1)C3C(=O)NC1CCCCC1 (stereo unspecified)	i	0	-3	nt	2	-8
23	Cn1c(Sc2nc3ccccc3n2C)nc2ccccc21	i	1	1	0	0	-10
24	CC(C)Sc1nc2ccsc2c(=O)[nH]1	i	-2	4	5	9	-8

#	KCNK9 block	KCNQ1 act	KCNK3 inh	KCNQ1 block	PolyA inhibitor
13	i	i	i	i	i
14	i	i	i	i	i
15	i	i	i	i	i
16	i	i	i	i	i
17	i	i	i	i	i
18	i	i	i	i	i
19	i	i	i	i	i
20	i	i	i	i	i
21	i	i	i	i	i
22	i	i	i	i	i
23	i	i	i	i	i
24	i	i	i	i	i

(further entries)
#	mol	RGS4 act	GSK3A inh	Dyrk1A ADPGlo	HDAC3 inhib	GSK3beta inhib	hERG rescue
25	Cc1ccc(S(=O)(=O)Nc2nc3ccccc3s2)cc1[N+](=O)[O-]	i	-4	4	1	2	-10
26	O=C(O)CCSc1nc(C(F)(F)F)cc(=O)n1-c1ccccc1	i	nt	1	-6	3	-17
27	Cc1ccc(S(=O)(=O)N2CCCC(C(=O)N3CCN(c4ccccc4)CC3)C2)cc1 (stereo unspecified)	i	-4	-6	-10	-1	-5
28	CCOC(=O)Cc1csc(NC(=O)CSc2nc3sc(C(=O)O)c(C)c3c(=O)[nH]2)n1	i	-1	0	-1	-1	-5
29	Cc1c(-n2c(=S)[nH]c3ccccc3c2=O)c(=O)n(-c2ccccc2)n1C	i	-1	11	-2	-2	-12
30	COc1ccc(C2SCCN2S(=O)(=O)c2ccccc2)cc1 (stereo unspecified)	i	-1	2	-1	-3	-6
31	COCCN1CN=C(Nc2nc3ccccc3o2)NC1	i	-3	4	0	-1	-7
32	CS(=O)(=O)c1ccc2nc(NC(=O)c3ccc(Cl)nc3)sc2c1	i	-1	22	-5	2	-16
33	Cn1c(SCC(=O)Nc2ccccc2Cl)nnc1C1CC1	i	-3	3	-3	-2	-1
34	Cc1ccc(CNC(=O)CN(Cc2ccccc2)S(C)(=O)=O)cc1	i	-6	5	-5	0	-7
35	Cn1c(=O)c(=O)n(C)c2cc(S(=O)(=O)N3CCCCCC3)ccc21	i	-1	-4	3	2	-13
36	CN(Cc1cc2ccccc2[nH]c1=O)C(=O)C1CCCCC1	i	-2	-7	-5	4	-2

#	KCNK9 block	KCNQ1 act	KCNK3 inh	KCNQ1 block	PolyA inhibitor
25	i	i	i	i	i
26	i	i	i	i	i
27	i	i	i	i	i
28	i	i	i	i	i
29	i	i	i	i	i
30	i	i	i	i	i
31	i	i	i	i	i
32	i	i	i	i	nt
33	i	i	i	i	i
34	i	i	i	i	i
35	i	i	i	i	i
36	i	i	i	i	i

(continued)
#	mol	RGS4 act	GSK3A inh	Dyrk1A ADPGlo	HDAC3 inhib	GSK3beta inhib	hERG rescue
37	CCCCCCC(=O)Oc1ccc(N2C(=O)CCC2=O)cc1	i	-3	-3	-13	-3	-6
38	Cc1ccc(C(c2nnnn2CS(=O)(=O)c2ccc(C)cc2)N2CCC(C(N)=O)CC2)cc1 (stereo unspecified)	i	-3	2	0	2	-10
39	CC(C)CN(CC(C)C)C(=O)Nc1ccc(F)cc1F	i	-2	-6	-4	4	-14
40	CNC(=O)Cn1c(=O)n(C)c2ccccc21	i	-3	-5	2	1	-1
41	Cc1c(C)n(CC(O)CN2CCCCC2)c2ccccc12 (stereo unspecified)	i	-2	3	-2	-2	-4
42	CC1CCN(C(=O)c2[nH]cnc2C(=O)NCC(=O)OC(C)(C)C)CC1	i	-2	4	-6	6	-9
43	O=C(NCc1ccccc1)c1nnc(CS(=O)(=O)c2ccccc2)o1	i	4	2	-2	2	-10
44	CC1(/[N+]([O-])=C\c2ccccc2F)CCCCC1=O (stereo unspecified)	i	0	nt	3	1	-7
45	OCCN1CCN(CC(O)COc2ccc3ccccc3c2)CC1 (stereo unspecified)	i	4	8	1	1	-2
46	O=C(NCc1nc2ccccc2[nH]1)C1=C[C@@H](c2ccc(Br)cc2)C[C@@H](OCCCCO)O1	i	nt	3	5	-1	-10
47	CCc1nnc(NS(=O)(=O)c2ccc(NC(=O)c3cc(Cl)ccc3Cl)cc2)s1	i	-15	0	2	4	-11
48	Cc1cc(Br)cc(Br)c1OCC(=O)NNC(=O)Nc1ccccc1	i	2	-12	-2	-1	-9

#	KCNK9 block	KCNQ1 act	KCNK3 inh	KCNQ1 block	PolyA inhibitor
37	i	i	i	i	i
38	i	i	i	i	i
39	i	i	i	i	i
40	i	i	i	i	i
41	i	i	i	i	i
42	i	i	i	i	i
43	i	i	i	i	i
44	i	i	i	i	i
45	i	i	i	i	i
46	i	i	i	i	i
47	i	i	i	i	i
48	i	i	i	i	i

(continued)
#	mol	RGS4 act	GSK3A inh	Dyrk1A ADPGlo	HDAC3 inhib	GSK3beta inhib	hERG rescue
49	O=C(c1ccccc1F)N1CCN(c2ccc([N+](=O)[O-])c3ncccc23)CC1	i	nt	7	nt	-1	-14
50	CC(C)(C)C(=O)/C=C(\N)c1ccncc1	i	-1	-1	4	2	0
51	CC1=NN(C(N)=S)C(=O)C1N=Nc1ccc(C)c(Br)c1 (stereo unspecified)	i	0	-3	-4	2	-7
52	CC(=O)N1CCN(S(=O)(=O)c2ccc(S(=O)(=O)NC3CC3)cc2)CC1	i	-1	2	-7	-3	-7
53	COc1ccc(OCCOC(=O)c2cccc(-n3cnnn3)c2)cc1	i	-6	nt	4	0	-6
54	COc1cc(/C(C#N)=C/c2ccccc2)c([N+](=O)[O-])cc1OC	i	-2	6	-3	1	-2

#	KCNK9 block	KCNQ1 act	KCNK3 inh	KCNQ1 block	PolyA inhibitor
49	i	i	i	i	i
50	i	i	i	i	nt
51	i	i	i	i	i
52	i	i	i	i	i
53	i	i	i	i	nt
54	i	i	i	i	i

Three compounds from above, limited to GSK3beta inhib, PolyA inhibitor and KCNQ1 block.
entry | smiles | GSK3beta inhib | PolyA inhibitor | KCNQ1 block
53 | COc1ccc(OCCOC(=O)c2cccc(-n3cnnn3)c2)cc1 | 0 | nt | i
52 | CC(=O)N1CCN(S(=O)(=O)c2ccc(S(=O)(=O)NC3CC3)cc2)CC1 | -3 | i | i
50 | CC(C)(C)C(=O)/C=C(\N)c1ccncc1 | 2 | nt | i

A portion of the library, so the mix of outcomes need not match the whole.
